# Screens: PubChem BioAssay, NMMLSC
# Bim-Bcl-2 = disrupts Bim peptide binding to human Bcl-2; inhibition, % at 10 µM; P10415; 190,000 tested, 0.06% active; Bead-based flow cytometry, Bim peptide-Bcl-2 binding; in the data active = inhibition above about 40%; inconclusive = no clear call, values can overlap the other calls;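 also: 0% = no compound wells with probe peptide and 100% = reference peptide inhibitor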
# Bim-Bcl-W = human Bim-Bcl-W interaction inhibition; Q92843; bead-based flow cytometry, Bim peptide-Bcl-W binding; inhibition, % at 10 µM; 190,000 tested, 0.02% active;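 also: 0% = bound tracer without compound and 100% = peptide blocker; higher means less fluorescent Bim peptide bound to Bcl-W beads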
# Bim-Bfl-1 = human Bim-Bfl-1 interaction inhibition; inhibition, % at 10 µM; AID 1008; Bead-based flow cytometry, Bim-Bfl-1 binding inhibition; 190,000 tested, 0.12% active; Q16548;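 also: 0% = wells without compound plus tracer and 100% = blocker peptide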
# Avidin fluor = avidin bead compound fluorescence profile | 220,000 tested, 0.38% active | Avidin beads, compound fluorescence 488/530 nm, flow cytometry; active compounds read high | fluorescence (KMESF) at 10 µM; in the data active = fluorescence above about 47; also: inactives centre near 10
# ABCB1 block = inhibitors of human ABCB1 transporter, ABCG2 counter-screen. P08183. CCRF-Adr cells, JC-1 efflux, flow cytometry. inhibition, % at 6.6 µM. 190,000 tested, 0.067% active; in the data active = inhibition above about 40%;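 also: 0% = vehicle and 100% = reference inhibitor; higher value means more JC-1 retained so stronger ABCB1 efflux block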
# Target sequence (P08183 whole entry, looked up): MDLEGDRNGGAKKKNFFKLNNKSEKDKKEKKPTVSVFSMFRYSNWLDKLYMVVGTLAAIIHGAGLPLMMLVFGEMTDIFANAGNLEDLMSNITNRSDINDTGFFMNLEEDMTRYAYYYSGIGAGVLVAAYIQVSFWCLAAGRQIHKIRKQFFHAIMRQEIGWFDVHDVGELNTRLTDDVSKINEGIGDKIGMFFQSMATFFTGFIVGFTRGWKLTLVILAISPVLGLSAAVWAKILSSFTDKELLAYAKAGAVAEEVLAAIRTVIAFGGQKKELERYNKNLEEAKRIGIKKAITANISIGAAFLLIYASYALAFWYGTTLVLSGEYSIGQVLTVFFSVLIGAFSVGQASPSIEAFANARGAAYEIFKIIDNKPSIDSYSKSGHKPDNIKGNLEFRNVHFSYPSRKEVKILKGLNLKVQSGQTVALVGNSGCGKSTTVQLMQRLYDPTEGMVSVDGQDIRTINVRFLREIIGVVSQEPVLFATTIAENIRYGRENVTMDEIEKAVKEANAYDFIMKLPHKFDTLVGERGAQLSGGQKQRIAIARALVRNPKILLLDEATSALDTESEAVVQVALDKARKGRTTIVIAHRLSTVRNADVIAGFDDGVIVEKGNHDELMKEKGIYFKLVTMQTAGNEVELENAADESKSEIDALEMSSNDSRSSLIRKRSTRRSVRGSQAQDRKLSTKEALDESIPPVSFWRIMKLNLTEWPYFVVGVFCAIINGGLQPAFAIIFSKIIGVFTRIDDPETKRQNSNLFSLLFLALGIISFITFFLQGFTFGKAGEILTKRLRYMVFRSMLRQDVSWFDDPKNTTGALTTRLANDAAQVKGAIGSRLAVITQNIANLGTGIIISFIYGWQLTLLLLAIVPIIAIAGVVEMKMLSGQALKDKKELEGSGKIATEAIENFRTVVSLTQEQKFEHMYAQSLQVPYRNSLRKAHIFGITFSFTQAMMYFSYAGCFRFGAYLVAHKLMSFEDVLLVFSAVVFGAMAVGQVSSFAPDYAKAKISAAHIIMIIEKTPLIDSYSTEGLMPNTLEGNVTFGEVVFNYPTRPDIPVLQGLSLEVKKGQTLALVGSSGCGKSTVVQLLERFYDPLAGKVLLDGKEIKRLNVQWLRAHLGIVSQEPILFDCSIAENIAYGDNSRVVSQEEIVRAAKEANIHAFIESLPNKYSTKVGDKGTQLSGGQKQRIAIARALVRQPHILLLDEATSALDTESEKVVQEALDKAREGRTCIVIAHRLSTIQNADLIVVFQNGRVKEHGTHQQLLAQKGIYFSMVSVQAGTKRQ
# ABCG2 inh = blocks JC-1 efflux by human ABCG2 transporter. inhibition, % at 6.6 µM. IgMXP3 cells, flow cytometry. Q9UNQ0. 190,000 tested, 0.1% active;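 active = inhibition above 80%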;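 also: 0% = DMSO and 100% = nicardipine control wells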
#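 Read-out basis: Efflux inhibition in percent versus controls | Test system: ABCG2 IgMXP3 and barcoded ABCB1 CCRF-Adr cell mix | Quantity: 3 million cells/mL in well | Schedule: 10 min at 25 °C | Control set: Nicardipine as high control, DMSO as low control | Reagent: JC-1 as fluorescent efflux pump substrate | Signal: Flow cytometry of retained JC-1 fluorescence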
# Bcl-XL Bim block = inhibitors of Bim-Bcl-XL interaction, human | Q07817 | Bim peptide-Bcl-XL binding, bead flow cytometry, fluorescence | inhibition, % at 10 µM | 190,000 tested, 0.04% active
# GSH fluor = compound fluoresces at 488/530 nm on GSH beads; 190,000 tested, 0.25% active; GSH beads flow cytometry, compound fluorescence 488/530 nm; active compounds read high; fluorescence (KMESF) at 10 µM; in the data active = fluorescence above about 89;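 also: glutathione beads carrying GST-tagged Bcl family fusion proteins plus one bare bead set; values are compound well signal with DMSO vehicle wells as background; inactives centre near 16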
# Bcl-B Bim block = disrupts Bim peptide binding to human Bcl-B. Q9HD36. inhibition, % at 10 µM. bead-based flow cytometry. 190,000 tested, 0.073% active;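 also: 0% = tracer peptide without compound and 100% = reference inhibitor peptide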
# RGS7-Gao = human RGS7-Galphao interaction regulation; P09471; Multiplexed bead flow cytometry, RGS7-Galphao binding; actives lie on both sides; binding response (% of control), % at 10 µM; 220,000 tested, 0.35% active; AID 1439; in the data active = binding response below about 49% or above about 150%; inconclusive = no clear call, values can overlap the other calls; inactive = in between;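 also: fluorescent Galphao held in activated GDP-AlF4 state binding bead-coupled RGS7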
# RGS4-Gao reg = modulates binding of RGS4 to human Galphao; Multiplexed bead flow cytometry; actives lie on both sides; binding response (% of control), % at 10 µM; 220,000 tested, 0.33% active; in the data active = binding response below about 49% or above about 150%; inactive = in between;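 also: fluorescent Galphao activated with aluminum fluoride binding bead-coupled RGS4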
# Numbers without * were called inactive; ? = inconclusive. Rule as the data show it, unless noted: active = inhibition above about 40%.
cpd	SMILES	Bim-Bcl-2	Bim-Bcl-W	Bim-Bfl-1	Avidin fluor	ABCB1 block	ABCG2 inh	Bcl-XL Bim block	GSH fluor	Bcl-B Bim block	RGS7-Gao	RGS4-Gao reg
1	CCN(CC)C(=O)c1sc(NC(=O)c2ccc(C)c([N+](=O)[O-])c2)c(C#N)c1C	0	0	0	10	1.1	9	2	9	0	99	98
2	CCOc1ccc(OCCN(C)Cc2ccccc2)cc1	-13	-2	-16	13	-1.0	2	-8	35	-9	98	96
3	Cc1nnc(-c2ccc(Cl)cc2)[nH]c1=O	0	-4	5	7	3.6	3	-2	13	1	105	104
4	CN(c1ccc(C(=O)NCc2ccccc2)cc1)S(C)(=O)=O	-1	0	-2	8	0.8	5	1	17	-5	93	94
5	Cc1cc(C(C#N)c2cccc(Cl)c2)n2ncnc2n1 (stereo unspecified)	-1	1	0	11	-0.3	-1	-1	15	0	97	98
6	O=C(COc1ccc(S(=O)(=O)NC2CCCCC2)cc1)NCC1CCCO1 (stereo unspecified)	-7	0	-11	17	1.8	5	4	42	-8	111	104
7	CC(=O)C1=C(C)OC(N)=C(C#N)C1c1ccco1 (stereo unspecified)	-1	-1	0	37	0.1	1	-3	17	-2	100	99
8	Cc1cccc(C)c1N1CCN(S(=O)(=O)N2CCCCC2)CC1	-2	1	-3	10	0.0	4	1	12	0	103	100
9	O=c1c2ccccc2nc(/C=C/c2ccccc2)n1CCc1ccccc1	-10	-8	-15	13	1.0	8	-10	20	-17	102	105
10	COc1ccc(C(C#N)N2CCCCCC2)cc1OC (stereo unspecified)	-7	0	-11	8	-2.2	-2	-6	42	-5	111	111
11	Cc1ccccc1N1C(=O)c2sc3nc4c(c(=O)n3c2C1=O)CCC4	-6	0	-4	10	-0.5	-1	2	30	-16	95	101
12	COC(=O)C1=C(C)NC(C)=C(C(=O)OC)C1c1ccc(OC(=O)c2ccco2)cc1	-2	6	-12	13	0.5	0	0	12	-6	102	101
13	CC1(NC(=O)c2cc(S(=O)(=O)N3CCCCC3)ccc2Cl)CCS(=O)(=O)C1 (stereo unspecified)	-8	1	-12	10	0.5	2	-3	15	-4	94	96
14	c1ccc(-c2nnc(NC3=NCCC3)o2)cc1	-3	-4	3	21	0.7	2	-3	15	-2	111	108
15	COc1ccc(C(=O)N2CCC(C(=O)Nc3ccc(OC)c(OC)c3)CC2)cc1	0	-2	0	14	0.0	1	0	20	2	102	101
16	CCCSc1nnc2nc3c(nn12)c1ccccc1n3C	-4	4	-6	8	0.3	3	2	18	-1	99	101
17	CSc1ccccc1C(=O)NCc1ccc(S(N)(=O)=O)cc1	-2	-3	-1	12	0.5	2	-4	6	-3	102	103
18	CCSc1nnc(NC(=O)CSc2nnc(Cc3cccn3C)n2-c2ccc(F)cc2)s1	-10	0	-7	29	-0.4	2	-4	23	-5	100	99
19	C/C(=N\Nc1nc2c(s1)CCCC2)c1ccccc1	-2	3	-7	10	-0.1	-1	0	12	-3	99	97
20	Cc1ccc(NC(=O)CSc2nc3ccccc3c(=O)n2CCCN2CCCCC2)cc1C	-5	-1	0	23	0.1	0	-2	11	-1	97	98
21	Oc1c(Br)cc(Cl)cc1C=Nc1ccc(N2CCOCC2)cc1	3	4	10	7	0.4	1	4	9	-3	93	97
22	O=C(O)c1ccc(S(=O)(=O)NC2CCCCC2)cc1	-2	6	-8	6	-0.2	0	1	6	0	106	105
23	Cn1ccsc1=NC(=O)c1ccc(Cl)cc1	0	-1	-3	9	1.4	17	-2	18	-2	?	103
24	COc1ccccc1NC(=O)c1cc([N+](=O)[O-])ccc1NCCN1C(=O)CCC1=O	-4	0	1	5	0.6	3	-1	23	0	81	90
25	COC(=O)c1cc(-c2ccc(C)cc2)n[nH]1	0	0	-4	11	0.4	4	-3	11	0	100	98
26	Cc1nnc2ccc(N3CCCC3)nn12	-13	-5	-21	16	0.5	22	-9	39	-11	101	100
27	COC(=O)c1ccccc1NC(=O)NCc1cccnc1	-1	-3	-2	28	0.2	1	-1	20	-6	103	101
28	COc1ccc(CNC(=O)C2CCCN(Cc3nc(-c4cccc(C)c4)oc3C)C2)cc1 (stereo unspecified)	-3	-5	-4	10	2.4	0	-6	19	-6	96	103
29	COc1ccc(CCN(C)Cc2ccc(OCc3ccccc3)c(OC)c2)cc1OC	-4	-7	-7	16	2.3	4	-12	57	-9	100	104
30	COc1cccc(-n2c(Cn3nc(C(F)F)cc3C(F)F)n[nH]c2=S)c1	0	1	6	2	-0.2	-1	-2	5	-24	104	102

# (list continues)
cpd	SMILES	Bim-Bcl-2	Bim-Bcl-W	Bim-Bfl-1	Avidin fluor	ABCB1 block	ABCG2 inh	Bcl-XL Bim block	GSH fluor	Bcl-B Bim block	RGS7-Gao	RGS4-Gao reg
31	CC(C)c1nc2oc3c(NCC4CCCO4)ncnc3c2c2c1CCC2 (stereo unspecified)	-1	-1	-11	26	2.4	20	-5	25	-9	102	101
32	C[C@H](NC(=O)c1ccccc1Cl)C(=O)OC(C(=O)Nc1cc(C(F)(F)F)ccc1Cl)c1ccccc1 (stereo partly specified)	-1	0	0	14	2.2	13	2	21	1	98	99
33	Cc1csc(NC(=O)c2cn3ccccc3n2)n1	-1	-7	-6	12	-0.2	-2	-5	13	-1	?	101
34	CCc1nc(Nc2ccc3nccnc3c2)c2oc3ccccc3c2n1	-5	0	-7	25	0.1	1	0	23	-8	101	98
35	Nc1nc(C(=O)N2CCOCC2)nn1S(=O)(=O)c1ccccc1	-6	2	-8	7	0.1	1	-1	15	-4	89	90
36	CCOc1ccc(Cl)cc1CNc1nnnn1C	0	0	-5	9	0.7	9	-2	17	-5	?	101
37	O=C(CN1CCN(c2ccc(O)cc2)CC1)Nc1cc(S(=O)(=O)N2CCCC2)ccc1Cl	1	1	6	11	1.2	50	1	13	-6	99	101
38	N#C/C(=C\c1ccc(N2CCOCC2)o1)c1nc2ccccc2[nH]1	-2	1	2	29	0.7	2	1	9	-1	102	100
39	Cc1cccc(N(CC(=O)NC2CCCCC2)C(=O)Cn2nnc(-c3ccc(C)o3)n2)c1	-2	-2	-9	11	3.3	6	-3	12	-2	?	101
40	C#CCN1C(=O)S/C(=C/c2cc(C)n(CC)c2C)C1=O	-4	-6	-7	10	-0.5	0	-7	12	-6	98	100
41	N#CCCN1CCN(S(=O)(=O)c2ccc(S(=O)(=O)NC3CCCCC3)cc2)CC1	-9	0	-12	6	0.5	0	-2	19	-7	107	104
42	Cc1ccc(OCCSc2nnc(-c3cccs3)n2C)cc1	0	-3	0	5	0.9	6	-2	15	-3	101	102
43	Cc1cc(C)cc(N(C(C)C(=O)Nc2c(C)n(C)n(-c3ccccc3)c2=O)S(C)(=O)=O)c1 (stereo unspecified)	-2	-2	-5	12	0.8	31	-10	31	-6	101	102
44	COC(=O)c1ccc(NC(=O)CSc2nnc(COc3c(C)cccc3C)o2)cc1	-3	0	-6	4	0.1	2	-1	26	-4	100	103
45	O=C(N/N=C/c1ccc(O)cc1)c1cc(-c2ccc3c(c2)OCO3)n[nH]1	-4	-4	-8	10	0.4	1	-7	11	-10	104	102
46	CN1/C(=C/C(=O)c2nc(S(C)(=O)=O)ncc2Cl)C(C)(C)c2ccccc21	-1	0	1	16	1.2	3	0	7	0	100	99
47	COC(=O)C(NC(=O)c1ccc(F)cc1)(Nc1ncc(S(=O)(=O)c2ccc([N+](=O)[O-])cc2)s1)C(F)(F)F (stereo unspecified)	-4	-2	-1	31	0.2	0	-3	16	-2	100	96
48	Cc1nc(SCC(=O)NCc2ccco2)c2c(=O)n(C)c(=O)n(CC(C)C)c2n1	-4	-1	-4	9	1.1	4	-1	14	-1	?	104
49	CC(Sc1nc(NC(C)(C)C)nc(N(C)C)n1)C(=O)Nc1ccccc1 (stereo unspecified)	-3	-1	-5	12	1.2	6	0	10	0	105	106
50	Cc1ccc(C(=O)c2ccc([N+](=O)[O-])cc2)cc1C	-6	2	-8	8	1.1	4	-3	11	-5	97	97
51	COc1ccccc1NC(=O)CSc1nc2nc(C)cc(C)c2c(=O)[nH]1	-13	-2	-16	11	1.0	6	-5	33	-11	95	98
52	Cc1ccc(S(=O)(=O)N2CCN(CC(=O)NC3CCCc4ccccc43)CC2)c(C)c1 (stereo unspecified)	-8	0	-12	8	1.4	2	-5	6	-10	101	105

# Of the compounds above, these contain a furan ring, fused or not.
cpd	SMILES	Bim-Bcl-2	Bim-Bcl-W	Bim-Bfl-1	Avidin fluor	ABCB1 block	ABCG2 inh	Bcl-XL Bim block	GSH fluor	Bcl-B Bim block	RGS7-Gao	RGS4-Gao reg
7	CC(=O)C1=C(C)OC(N)=C(C#N)C1c1ccco1 (stereo unspecified)	-1	-1	0	37	0.1	1	-3	17	-2	100	99
12	COC(=O)C1=C(C)NC(C)=C(C(=O)OC)C1c1ccc(OC(=O)c2ccco2)cc1	-2	6	-12	13	0.5	0	0	12	-6	102	101
31	CC(C)c1nc2oc3c(NCC4CCCO4)ncnc3c2c2c1CCC2 (stereo unspecified)	-1	-1	-11	26	2.4	20	-5	25	-9	102	101
34	CCc1nc(Nc2ccc3nccnc3c2)c2oc3ccccc3c2n1	-5	0	-7	25	0.1	1	0	23	-8	101	98
38	N#C/C(=C\c1ccc(N2CCOCC2)o1)c1nc2ccccc2[nH]1	-2	1	2	29	0.7	2	1	9	-1	102	100
39	Cc1cccc(N(CC(=O)NC2CCCCC2)C(=O)Cn2nnc(-c3ccc(C)o3)n2)c1	-2	-2	-9	11	3.3	6	-3	12	-2	?	101
48	Cc1nc(SCC(=O)NCc2ccco2)c2c(=O)n(C)c(=O)n(CC(C)C)c2n1	-4	-1	-4	9	1.1	4	-1	14	-1	?	104

# Rows are unselected; any-hit rate near 1.3%.
